Screens as filed in PubChem BioAssay.
ALOX12 inhib: 12-hLO (ALOX12) enzyme inhibition; P18054; purified 12-hLO, xylenol orange hydroperoxide absorbance; Potency, µM (highest dose often 57.1 µM), for the others: at the highest dose activity change, negative = inhibition, usual class: inhibitors; 0.12% of 150,000 active; AID 1452; further: potency means the concentration at half of the fitted maximal effect; nearly all actives have a fitted effect of over 55% in size; many of its hits are not listed in these tables
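Purified human 12hLO (150 nM), preincubated 15 min with compound, then 40 uM arachidonic acid for 30 min, room temperature, Hepes pH 7.0 with 0.01% Triton X-100. Hydroperoxide detected by ferrous iron/xylenol orange; 573/405 nm absorbance ratio gives reaction progress.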
ALOX15B inhib: inhibitors of human 15-lipoxygenase 2 (ALOX15B) | Potency, µM (titrated, usually from 57.1 µM), for inactives: top-dose activity change, negative = inhibition, most hits filed as inhibitors | 0.56% of 110,000 active | AID 881 | purified 15hLO-2, xylenol orange hydroperoxide absorbance | O15296; further: potency means the concentration at half of the fitted maximal effect; nearly all actives have a fitted effect of over 60% in size; many of its hits are not listed in these tables
Target sequence (O15296 whole entry, looked up): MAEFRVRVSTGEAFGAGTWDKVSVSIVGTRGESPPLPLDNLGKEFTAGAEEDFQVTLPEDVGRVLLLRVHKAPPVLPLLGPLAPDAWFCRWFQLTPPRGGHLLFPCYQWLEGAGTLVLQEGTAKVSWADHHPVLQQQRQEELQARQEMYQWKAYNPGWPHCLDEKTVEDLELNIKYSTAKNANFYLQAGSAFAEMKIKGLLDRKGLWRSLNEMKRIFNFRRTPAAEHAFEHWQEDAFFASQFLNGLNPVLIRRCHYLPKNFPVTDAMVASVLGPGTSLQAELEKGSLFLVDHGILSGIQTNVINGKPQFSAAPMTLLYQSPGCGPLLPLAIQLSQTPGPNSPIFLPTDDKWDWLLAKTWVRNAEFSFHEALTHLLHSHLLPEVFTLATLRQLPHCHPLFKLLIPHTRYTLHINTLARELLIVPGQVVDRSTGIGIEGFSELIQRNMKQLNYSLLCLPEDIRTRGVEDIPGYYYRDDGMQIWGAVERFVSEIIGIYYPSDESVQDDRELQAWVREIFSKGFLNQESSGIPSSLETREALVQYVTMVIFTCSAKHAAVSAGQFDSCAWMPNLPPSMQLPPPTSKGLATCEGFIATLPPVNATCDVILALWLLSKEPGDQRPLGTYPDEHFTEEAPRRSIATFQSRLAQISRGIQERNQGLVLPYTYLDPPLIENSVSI
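Read-out: hydroperoxide product oxidises ferrous iron, measured as xylenol orange complex via the 573-to-405 nm absorbance ratio after 30 min. Reaction: 50 nM enzyme, 15 min compound preincubation, 45 uM arachidonic acid, 90 min RT, Hepes pH 7.5 with Triton X-100.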
IMPase cell inh: IMPase inhibition in cells; inhibition (IP1 accumulation), % at 46.1 µM; P97697; 120,000 tested, under 10 active; CHO-M1 cells, IP1 accumulation, HTRF TR-FRET ratio; active means well fitted curve in the direction sought with a large enough effect in the signal ratio, not every such curve was filed as active; inconclusive means small, poorly fitted or top-dose-only effect, or a change in a side signal; inactive means no such curve, though single readings can be large or run the other way; the % refers to the signal ratio;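 further: cells stimulated with carbachol in lithium chloride buffer; plate controls were DMSO basal wells for no effect and reference inhibitor wells for full effect; higher means more IMPase inhibition seen as more IP1 and lower FRET ratio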
Target sequence (P97697 whole entry, looked up): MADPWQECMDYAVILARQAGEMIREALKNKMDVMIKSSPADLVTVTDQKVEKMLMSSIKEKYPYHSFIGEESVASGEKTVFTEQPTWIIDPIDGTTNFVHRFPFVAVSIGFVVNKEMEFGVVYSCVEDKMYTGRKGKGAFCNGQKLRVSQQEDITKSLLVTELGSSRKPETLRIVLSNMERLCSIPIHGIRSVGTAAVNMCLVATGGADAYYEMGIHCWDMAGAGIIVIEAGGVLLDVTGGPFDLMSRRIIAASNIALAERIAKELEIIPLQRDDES
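Seeded CHO-M1 cells were dosed with compound at up to 46 uM, stimulated with carbachol for 30 min, then lysed in IP-One detection reagents. Higher IP1 lowers the TR-FRET signal.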
PNC assembly inh: blocks assembly of the perinucleolar compartment. 3.1% of 140,000 active. activity change (PNC), negative = inhibition, % at 10 µM. PC3M PTB-GFP, PNC prevalence imaging, 16 h; active compounds read low. AID 2417;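 active means readout at or below -70, meaning at least 70% loss of cells showing the perinucleolar compartment, a nuclear body marking cancer cells; inconclusive means readout between -30 and a set limit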;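 further: plate controls were DMSO wells for no effect and camptothecin positive control wells for full effect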
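Read-out is percentage of cells bearing a perinucleolar compartment, from automated 20x imaging of fixed, Hoechst-stained PC3M PTB-GFP cells. Cells were seeded 4 h, then exposed 16 h to compound (23 nl of library stock) in duplicate plates.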
Active calls of the source: *; ? = inconclusive; / = not tested or not shown; & = joins results of further samples; [ ] = another dose, or the depositor's remark. Unless noted, the call rests on the fitted dose curve; in most records, active means well fitted curve in the direction sought with a large enough effect; inconclusive means small, poorly fitted or top-dose-only effect, or another doubt; inactive means no such curve, though single readings can be large; an effect the other way counts as inactive or inconclusive. Unless noted, on the % scale 0 is the no-effect control and ±100 the full control effect. An unsorted share of the library; overall some 3.1% were active at least once.

Molecule | ALOX12 inhib | ALOX15B inhib | IMPase cell inh | PNC assembly inh
CN(Cc1ccccc1)C(=O)CN1C(=O)C2C3C=CC(C3)C2C1=O (stereo unspecified) | 4% | / | -5 | 62
CCC1CCCCN1CCCNC(=O)Cn1nc(-c2ccc(C)cc2)ccc1=O (stereo unspecified) | 7% | 16% | 2 | 39
Cc1onc(-c2ccccc2Cl)c1C(=O)Nc1ccc(OCC(=O)N2CCOCC2)cc1 | 0% | / | 7 | 38
CCn1cnc2cc(NCc3nc4ccccc4n3C)ccc21 | 1% | 41%[activator] | 10 | 8
COc1cccc(/C=N/NC(=O)c2cc3c(OC)cccc3[nH]2)c1O | 0% | / | / | ?
Cc1ccc(NC(=O)Cn2c(O)c(N=NC(=O)c3cc4ccccc4cc3O)c3ccccc32)cc1 | -1% | / | / | 30
COC(=O)CCN(C(=O)c1ccc2c(c1)OCO2)c1ccccn1 | 1% | 2% | 10 | 10
CCOc1c(Br)cc(C2NS(=O)(=O)N=C3CCCCCN32)cc1OC (stereo unspecified) | 4% | 0% | 3 | 32
COC(=O)CP(=O)(c1ccccc1)c1ccccc1 | -9% | 3% | -2 | 36
C=CCNC(=O)/C(=C/c1ccco1)NC(=O)c1ccc(Br)o1 | -4% | -2% | 0 | -26
Cc1ccccc1Nc1nc(Nc2ccccc2C)nc(SC2=NCCS2)n1 | -4% | -11% | -2 | ?
O=C(Nc1ccc2oc(=O)ccc2c1)c1cccnc1 | 1% | / | 10 | ?
O=C1c2ccccc2NC(c2cccc(Cl)c2)N1N=C1CCCCCC1 (stereo unspecified) | 1% | 6% | 5 | 60
O=C(NC1CC1)C1=NOC(CNc2ncc(C(F)(F)F)cc2Cl)C1 (stereo unspecified) | 5% | 2% | -1 | 21
CCOC(=O)c1c(C)[nH]c(C(=O)N/N=C/c2cccc(OC)c2)c1C | -1% | / | 16 | 50
COc1ccc(NS(=O)(=O)c2cc(NC(=O)c3ccncc3)ccc2N2CCOCC2)cc1 | -3% | / | / | 12
O=C(CS(=O)(=O)Cc1ccccc1)Nc1ccccc1Cl | -1% | / | / | -14
c1csc(-c2nnc(NC3CCCCC3)c3ccccc23)c1 | 0% | / | 0 | -21
Nc1cccc(-c2nc3cc(S(=O)(=O)c4ccc5oc(-c6cccc(N)c6)nc5c4)ccc3o2)c1 | 8% | / | -14 | 101
COCCNC(=O)c1ccccc1NC(=O)COc1ccccc1 | 8% | 1% | 1 | ?
O=C(CSc1ccc(Cl)cc1)Nc1cccc(-c2nc3ccccc3[nH]2)c1 | 1% | / | -1 | 30
C=CCN1C(=O)C(Cc2cccc(Cl)c2)S/C1=N/N=C/c1ccco1 (stereo unspecified) | -6% | 3% | 17 | ?
O=C(OCn1nnc2ccccc2c1=O)c1ccc2ccccc2n1 | -7% | -3% | -2 | 27
CC(C1OC(C)(C)C(O)C1O)C1CC[C@@]2(C)C3=CCC4C(C)(C)C(=O)CC[C@]4(C)C3CC[C@@]12C (stereo partly specified) | -4% | -12% | / | /
CC1CCCCC1NC(=O)NC(=O)CCl (stereo unspecified) | -6% | / | / | -29
O=C(CN1CCC(n2nnc3cc(F)ccc32)CC1)NC1CCCCC1 | -3% | 2% | 0 | 5
COC(=O)c1cc(C(=O)OC)cc(N2C(=O)CC(NNC(=O)c3ccccc3Br)C2=O)c1 (stereo unspecified) | 6% | -22% | 2 | 26
COc1ccc(C(=O)c2oc3ccc(Br)cc3c2NC(C)=O)cc1 | -2% | 4% | -11 | ?
O=c1[nH][nH]c(-c2ccccc2)c1C=Nc1ccc(Cl)cc1 | 3% | 1% | 3 | ?
COc1ccc2oc(C)c(NC(C)=O)c2c1 | -3% | -1% | -1 | 13
CCOC(=O)c1oc2ccccc2c1NC(=O)C1CCCCC1 | -2% | -2% | 2 | ?
CCC(C)NC(C(=O)Nc1ccc(Cl)c([N+](=O)[O-])c1)c1ccccc1 (stereo unspecified) | -2% | / | 4 | 23
Cc1cc(C)c(NC2=CC(=O)CC(C)(C)C2)c(C#N)c1 | 1% | -1% | 11 | ?
CCCSc1nc(=O)n2cc(C)ccc2n1 | -1% | -4%[11.4 µM] | 7[1.84 µM] | ?
CCOC(=O)COc1nc(N(C)C)nc(N(C)C)n1 | 4% | -7% | 6 | -11
Cn1c(Cn2c(C(F)(F)F)nc3ccccc32)nc2ccccc21 | -2% | 3% | 3 | -27
CNC(=S)Nc1ccc(OC)c(OC)c1 | 0% | 1% | -7 | -9
COc1ccc(CNC(=O)Cc2c(C(=O)O)[nH]c3ccccc23)cc1 | 7% | 4% | 0 | 87
Cn1c(SCC(=O)N(C2CCCCC2)C2CCCCC2)nnc1-c1cccs1 | -3% | 0% | 15 | 3
O=C(CSCc1ccccc1)Nc1ccc2c(c1)OCO2 | -8% | / | -8 | 280
COCCCn1nnnc1SCC(=O)Nc1nc(C)c(C)s1 | 3% | / | 20 | -7
Cc1cc(C)cc(NC2=CC(=O)CC(c3ccco3)C2)c1 (stereo unspecified) | ? | -3% | 8 | ?
O=C(CSc1nnc(C2COc3ccccc3O2)o1)N1CCOCC1 (stereo unspecified) | -9% | -3% | 1 | 12
NS(=O)(=O)c1ccc(NC(=S)NCc2ccccc2)cc1 | -4% | / | 7 | -97*
Cc1cc(C)c(-c2csc(NC(=O)C3=NN(c4ccccc4)C(=O)CC3)n2)c(C)c1 | -9% | / | 11 | ?
CC(C)(C)NC[C@H](O)COc1cccc2[nH]c(=O)[nH]c12 | -1%&-3% | 28%&5% | 0&-2 | /
O=C(COc1ccc(Br)cc1)NCCO | 1% | / | / | -24
Cc1cc(C)nc(SCC(=O)N/N=C\C(Br)=C\c2ccccc2)n1 | -1% | / | / | -26
Cc1ccc(CNC(=O)c2ccccc2N)cc1 | 7% | / | 5 | -12
CCC1=NN2C(=N)/C(=C\c3ccc(SCc4ccco4)o3)C(=O)N=C2S1 | -7% | -27% | 2 | -23

3 compounds out of the list above, sorted by the number in ALOX12 inhib, lowest first:
Structure | ALOX12 inhib
CCOC(=O)c1oc2ccccc2c1NC(=O)C1CCCCC1 | -2%
O=C(CSc1ccc(Cl)cc1)Nc1cccc(-c2nc3ccccc3[nH]2)c1 | 1%
Cc1ccc(CNC(=O)c2ccccc2N)cc1 | 7%

The results go on.
Molecule | ALOX12 inhib | ALOX15B inhib | IMPase cell inh | PNC assembly inh
Cc1c(N(C(=O)Nc2ccccc2)C2=NCC(C)S2)c(=O)n(-c2ccccc2)n1C (stereo unspecified) | -2% | -9% | -2 | 1
COC(=O)c1ccc(C2CC(=O)Nc3cc(OC)c(OC)cc32)cc1 (stereo unspecified) | 1% | 1% | 3 | -9
CC(C)(C)C(=O)NCCc1nc2ccccc2n1CC(=O)c1ccccc1 | 0% | / | / | 46
Cn1c(=O)n(CCc2ccccc2)c(=O)c2c1nc1n2CCN1Cc1ccco1 | -7% | -11% | -1 | 8
COc1ccccc1C(=O)Nc1cccc(SC)c1 | -3% | / | 3 | -9
COc1ccccc1NC(=S)NC(=O)CCCOc1ccc(Cl)cc1Cl | ? | 20µM* | 6 | 40
COc1ccccc1C1C(C(=O)c2cc3ccccc3o2)=C(O)C(=O)N1CCN(C)C (stereo unspecified) | 10% | 6% | -27 | 16
O=C(c1ccco1)[C@@H]1[C@@H]2C(=O)N(c3ccc(Br)cc3)C(=O)[C@@H]2C2c3ccccc3C=CN21 (stereo partly specified) | -21% | ? | -17 | 38
CC(Cl)C(=O)Nc1ccccc1C#N (stereo unspecified) | -2% | / | / | -20
C=CCNC(=S)N1CCC(C(=O)c2ccc(OC)cc2)CC1 | 1% | 2% | -8 | 11
CCOc1ccc(-c2ncncc2-c2ccc(OC)cc2)c(O)c1 | -8% | 2% | 11 | 21
CCCn1nnnc1SCC(=O)NCc1cccs1 | -3% | 0% | 4 | 21
Cc1ccc(CCNC(=O)C2CC(c3ccccc3[N+](=O)[O-])=NO2)cc1 (stereo unspecified) | 4% | -4% | 14 | ?
CC(=O)N(c1ccc2oc(=O)sc2c1)S(=O)(=O)c1ccccc1 | ? | -13% | 6 | 20
COCC(C)NC(=O)c1noc2c1CCc1cc(OC)ccc1-2 (stereo unspecified) | 5% | 1% | 2 | 1
COC(=O)c1cc(OC)c(OC)c(OC)c1N | 1% | -5% | -7 | -25
Cc1cc2cc(CNC(=O)c3ccc(S(=O)(=O)N4CCOCC4)cc3)ccc2n1C | -3% | -8% | 0 | 22
COC(=O)[C@@H]1C[C@H]1[C@@H](NC(=O)Oc1ccc(F)cc1)c1ccccc1 | 0% | 12% | / | /
COc1ccc(C(CNC(=O)c2ccc(-n3cnnn3)cc2)N2CCOCC2)cc1 (stereo unspecified) | 2% | -2% | -8 | 1
Cc1cc(/C=C(/C#N)c2nc3ccccc3[nH]2)c(C)n1-c1cccc([N+](=O)[O-])c1 | ? | -15% | 0 | 20
COC(=O)C1=C(C)N(c2cccc(OC)c2)C(=O)/C1=C\c1ccco1 | -3% | / | / | 21
Cc1ccc(C)c(N2CCN(C(=O)Cc3cn(C)c4ccccc34)CC2)c1 | -12% | 12% | ? | -29
COc1ccc(CNC(=O)c2sc3nc4c(c(C(F)(F)F)c3c2N)CCC4)cc1 | -4% | / | / | -20
Cc1cc(C)c2c(N)c(C(=O)N3CCCCCC3)sc2n1 | 2% | -17% | -9 | 20
Cn1nnnc1SCC(=O)Nc1nc(-c2ccccc2)c(-c2ccccc2)o1 | 3% | -4% | 1 | ?
CC(C)c1cc(C(=O)N/N=C/C=C/c2ccccc2)n[nH]1 | 5% | / | 17 | -24
CCOCC(=O)Nc1nc2ccc(C)cc2s1 | -5% | / | -4 | -100*
C=CCn1c(NC(=O)c2ccccc2Cl)c(C#N)c2nc3ccccc3nc21 | -9% | -22% | -9 | -9
N#CC(C#N)=C1C=C2C=C(N3CCCCC3)CCC2CC1 (stereo unspecified) | 0% | / | / | -118*
O=c1c2cnn(-c3ccccc3)c2ncn1Cc1ccco1 | 2% | -1% | 5 | 47
CCC(=O)Nc1ccc(S(=O)(=O)Nc2ncccn2)cc1 | 5% | 9% | 4 | ?
CCn1c(SCC(=O)N2CCCCC2C)nc2ccsc2c1=O (stereo unspecified) | -3% | -4% | 4 | ?
CCC(CC)C(=O)Nc1cccc(/C(C)=N/NC(=O)c2ccccc2Cl)c1 | 2% | 0% | 5 | 16
O=C(Nc1ccc(NC(=O)c2ccco2)nc1)c1ccccn1 | 0% | -7% | ? | -24
CCOc1ccc(CNc2nc3ccccc3n2CCN2CCOCC2)cc1 | -2% | / | 9 | 1
COc1ccc(Nc2nc(N)nc(CSc3n[nH]c(-c4ccccc4)n3)n2)cc1 | -4% | 26% | 14 | 35
CC(=O)n1nc(-c2cccnc2)nc1N | 0% | -13% | ? | -20
CCN(CC)S(=O)(=O)N1CCC(C(=O)NC2CCCc3ccccc32)CC1 (stereo unspecified) | 14% | / | 5 | 358
COc1ccc(-n2c(=O)cc(N3CCN(c4ccccc4F)CC3)[nH]c2=O)cc1 | -2% | -6% | -2 | ?
CCCCOC(=O)C1=C(C)Nc2ncnn2C1c1cccc(OC)c1OC (stereo unspecified) | -3% | 20% | 3 | -20
O=C(Nc1ccc2c(c1)OCCO2)c1c(F)cccc1F | -2% | 1% | -7 | ?
FC(F)(F)c1nc(SCc2ccc(Cl)cc2)n[nH]1 | -3%[11.4 µM] | -8%[11.4 µM] | / | /
O=C(CN1C(=O)c2ccccc2S1(=O)=O)N1CCN(c2ccccc2F)CC1 | 4% | -1% | -5 | 15
COC(=O)C1CCN(C(=O)NC2CCCCC2)CC1 | 0% | 7% | 11 | -7
COc1ccc(S(=O)(=O)Nc2cc(OC)c(NC(=O)c3ccco3)cc2OC)cc1 | -3% | -7% | -2 | 11
COc1ccc(OC)c(S(=O)(=O)n2ccnc2C)c1 | 0% | -2% | 3 | ?
